KB-V1 cytotox = qHTS assay for MDR1-selective chemotherapeutics: Primary screen using the drug-selected MDR subline cells KB-V1; AID 1347076, 2019; 400,000 tested, 3.4% active; KB-V1 MDR cells viability, CellTiter-Glo, 72 h; Potency, µM (highest dose often 46.1 µM), for inactives: at the highest dose activity change, negative = cytotoxicity, usual class: cytotoxic; further: potency means the concentration at half of the fitted maximal effect; on the % scale 0 is the no-effect control and ±100 the full control effect; nearly all actives have a fitted effect of over 60% in size
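Readout: CellTiter-Glo luminescence, 10 min after addition. Cells: KB-V1 MDR subline, 72 h at 37 degrees C with compound. Analysis: corrected, normalized data fitted to concentration-effect curves.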
SW480 rereplic = A quantitative high throughput screen for small molecules that induce DNA re-replication in SW480 colon adenocarcinoma cells. Potency, µM (titrated, usually from 46.1 µM), for the others: top-dose re-replication activation, hits mostly activators. SW480 DNA re-replication, Hoechst DNA content imaging, 48 h. 340,000 tested, 1.8% active; further: potency means the concentration at half of the fitted maximal effect; % of control where 0% means no effect; nearly all actives have a fitted effect of over 55% in size
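250 cells/well; 23 nL cpd via pin tool; 48 hr, 37 C, 5% CO2; Hoechst 40 min; imager read of total nuclear intensity, ex 405/em 500-530 nm.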
ATXN2 expr inh = Primary qHTS for Inhibitors of ATXN expression. HEK-293 ATXN2-luciferase reporter, luminescence, 24 h. Potency, µM (series often up to 57 µM), for the others: at the highest dose activity change, negative = inhibition, actives largely listed as inhibitors. 360,000 tested, 0.72% active; further: potency means the concentration at half of the fitted maximal effect; on the % scale 0 is the no-effect control and ±100 the full control effect; nearly all actives have a fitted effect of over 55% in size
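ATXN2-luciferase reporter cells (luciferase flanked by upstream and downstream ATXN2 gene portions) were treated 24 h at 37 °C with compounds at up to 57 uM. SteadyGlo luminescence gave expression; GF-AFC fluorescence gave viability.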
HT1080-NT tox = qHTS for induction of synthetic lethality in tumor cells producing 2HG: qHTS for the HT-1080-NT fibrosarcoma cell line; HT-1080-NT fibrosarcoma viability, CellTiter-Glo ATP luminescence, 48 h; AID 686970, 2013; Potency, µM (top dose mostly 46.1 µM), inactives show top-dose activity, negative = less viability, most hits filed as cytotoxic; 360,000 tested, 1.6% active;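 further: NT is the 2HG producing partner of a matched IDH1 knockdown line; potency means the concentration at half of the fitted maximal effect; 0% = DMSO-treated cells and -100% = media-only wells without cells; nearly all actives have a fitted effect of over 55% in size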
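HT-1080-NT; 750 cells/well; 5% FBS RPMI; 48 h compound, 37 degrees C; CellTiter-Glo luminescence; curve fitting and curve-class assignment.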
WRN helicase inh = qHTS for Inhibitors of WRN Helicase; Potency, µM (top dose mostly 114 µM), inactives show at the top dose activity change, negative = inhibition, actives largely listed as inhibitors; Bifunctional 3'-5' exonuclease/ATP-dependent helicase WRN (Homo sapiens), Q14191; 360,000 tested, 0.46% active; WRN helicase unwinding, fluorescent forked duplex, kinetic; AID 651768, 2012; further: potency means the concentration at half of the fitted maximal effect; on the % scale 0 is the no-effect control and ±100 the full control effect; nearly all actives have a fitted effect of over 55% in size
Target sequence (Q14191 whole entry, looked up): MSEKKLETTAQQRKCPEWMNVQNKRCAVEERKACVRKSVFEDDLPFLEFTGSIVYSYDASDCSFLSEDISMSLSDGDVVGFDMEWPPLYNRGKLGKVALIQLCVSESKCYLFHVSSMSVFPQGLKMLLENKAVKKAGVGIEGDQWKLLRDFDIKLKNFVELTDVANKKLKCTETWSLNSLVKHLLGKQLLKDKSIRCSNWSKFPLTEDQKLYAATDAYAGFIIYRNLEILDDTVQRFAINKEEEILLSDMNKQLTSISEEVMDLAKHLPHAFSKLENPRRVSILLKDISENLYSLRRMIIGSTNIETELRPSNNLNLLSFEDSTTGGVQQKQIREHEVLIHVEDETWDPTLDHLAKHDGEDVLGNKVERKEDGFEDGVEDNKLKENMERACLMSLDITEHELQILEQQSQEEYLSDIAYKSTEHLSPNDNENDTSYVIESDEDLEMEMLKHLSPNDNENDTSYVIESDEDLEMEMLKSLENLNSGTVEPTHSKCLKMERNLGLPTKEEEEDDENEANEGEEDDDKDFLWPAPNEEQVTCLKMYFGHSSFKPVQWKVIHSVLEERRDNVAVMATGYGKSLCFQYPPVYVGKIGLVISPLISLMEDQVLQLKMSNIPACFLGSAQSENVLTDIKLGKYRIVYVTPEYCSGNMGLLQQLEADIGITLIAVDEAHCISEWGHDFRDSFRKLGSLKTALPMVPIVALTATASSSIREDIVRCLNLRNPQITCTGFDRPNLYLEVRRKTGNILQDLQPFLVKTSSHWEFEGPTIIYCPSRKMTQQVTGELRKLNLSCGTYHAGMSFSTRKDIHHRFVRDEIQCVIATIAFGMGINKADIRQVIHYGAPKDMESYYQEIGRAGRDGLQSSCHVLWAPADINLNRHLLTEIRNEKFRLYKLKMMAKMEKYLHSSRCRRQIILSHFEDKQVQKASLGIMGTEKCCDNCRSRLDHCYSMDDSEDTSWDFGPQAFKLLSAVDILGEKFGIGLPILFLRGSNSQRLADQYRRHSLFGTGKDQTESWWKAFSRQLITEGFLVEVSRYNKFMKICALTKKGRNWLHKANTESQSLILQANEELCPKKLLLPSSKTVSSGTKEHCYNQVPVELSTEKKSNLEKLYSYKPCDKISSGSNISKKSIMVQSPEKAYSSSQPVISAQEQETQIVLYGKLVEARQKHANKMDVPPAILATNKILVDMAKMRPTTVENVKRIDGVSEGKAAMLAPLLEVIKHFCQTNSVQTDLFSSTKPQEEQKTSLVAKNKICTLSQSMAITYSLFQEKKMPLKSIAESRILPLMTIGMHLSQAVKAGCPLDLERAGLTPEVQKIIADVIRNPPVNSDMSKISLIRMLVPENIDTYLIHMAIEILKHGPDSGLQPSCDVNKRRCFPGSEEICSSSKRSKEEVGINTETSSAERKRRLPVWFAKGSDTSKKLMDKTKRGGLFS
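Enzyme (20 nM final) and test compound sit together 15 min at room temperature before substrate addition. Substrate is a single-forked duplex oligonucleotide (100 nM) labelled with fluorophore and quencher, with 2 mM ATP; helicase unwinding raises red fluorescence, read kinetically.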
IL-1B inflam inh = qHTS for Inhibitors of Inflammasome Signaling: IL-1-beta AlphaLISA Primary Screen | AID 743279, 2014 | activity change, % at 57.5 µM | THP-1 LPS/ATP IL-1B secretion, AlphaLISA, 16 h; stronger effect = lower value | 360,000 tested, 4.7% active; in the data active means activity change below about -50%; inconclusive means mostly about -30% to -49%; further: on the % scale 0 is the no-effect control and ±100 the full control effect
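Secreted IL-1B measured by AlphaLISA bead assay after 16 h compound exposure of THP-1 cells; compounds (final up to 57.5 uM) added 1 h before LPS (250 ng/mL) and ATP (1.25 mM) stimulation; lower signal means less secretion.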
KB-3-1 tox = qHTS assay for MDR1-selective chemotherapeutics: Primary screen using the parental adenocarcinoma cell KB-3-1. KB-3-1 viability, CellTiter-Glo ATP luminescence, 72 h. Potency, µM (top dose mostly 46.1 µM), inactives show at the top dose activity change, negative = cytotoxic, hits mostly cytotoxic. 400,000 tested, 1.4% active; further: potency means the concentration at half of the fitted maximal effect; on the % scale 0 is the no-effect control and ±100 the full control effect; nearly all actives have a fitted effect of over 60% in size
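72 h, 37 °C compound treatment of KB-3-1 parental cells; CellTiter-Glo added, 10 min, luminescence read. Data corrected against DMSO-only plates and normalized before curve fitting.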
HT1080 IDH1KD tx = qHTS for induction of synthetic lethality in tumor cells producing 2HG: qHTS for the HT-1080-IDH1KD cell line. HT-1080 IDH1 knockdown viability, ATP luminescence, 48 h. Potency, µM (titrated, usually from 46.1 µM), for the others: at the top dose activity, negative = toxicity, hits mostly cytotoxic. 360,000 tested, 2% active. AID 686971, 2013;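 further: potency means the concentration at half of the fitted maximal effect; 0% = DMSO wells and -100% = cell-free medium wells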
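Viability of IDH1-knockdown HT-1080 fibrosarcoma cells was assessed by CellTiter-Glo after 48 h at 37 °C with titrated compound; concentration-effect curves were classified by fit quality and response size.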
MCF10A rerep = A quantitative high throughput screen for small molecules that induce DNA re-replication in MCF 10a normal breast cells; MCF 10A DNA re-replication, Hoechst nuclear intensity, 48 h; Potency, µM (series often up to 46.1 µM), for the others: at the top dose activity, positive = re-replication, usual class: activators; AID 624296, 2012; 350,000 tested, 2.9% active; further: potency means the concentration at half of the fitted maximal effect; % of control where 0% means no effect; nearly all actives have a fitted effect of over 50% in size
* marks the source's active call; other numbers are inactive results; ? = inconclusive; nt = no result given; [ ] = remark or other dose. Unless noted, the call rests on the fitted dose curve; in most records, active means well fitted curve in the direction sought with a large enough effect; inconclusive means small, poorly fitted or top-dose-only effect, or another doubt; inactive means no such curve, though single readings can be large; an effect the other way counts as inactive or inconclusive. Compounds as they come; overall some 12% were active at least once.

Results follow in this order: KB-V1 cytotox	SW480 rereplic	ATXN2 expr inh	HT1080-NT tox	WRN helicase inh	IL-1B inflam inh	KB-3-1 tox	HT1080 IDH1KD tx	MCF10A rerep
[1] CCN(CC)CCNC(=O)C(C)c1nn(CC)c(=O)c2ccccc12 (stereo not drawn)
    -20%	-3%	-5%	13%	-23%	-8	1%	0%	2%
[2] C=CCNC(=O)CN(c1ccccc1OCC)S(=O)(=O)c1ccc(C)cc1
    ?	0%	-8%	1%	-5%	31	-5%	0%	5%
[3] CCOC(=O)C=Nc1c(N)n(C)c(=O)n(C)c1=O
    4%	-3%	-9%	0%	5%	16	4%	0%	-9%
[4] COc1ccc(CN2CCN(c3ccccn3)CC2)c(OC)c1
    -21%	-15%	nt	-1%	5%	15	4%	3%	7%
[5] O=C(Nc1nc(-c2ccco2)c(-c2ccco2)s1)C1CC(=O)N(c2ccc3c(c2)OCCO3)C1 (stereo not drawn)
    7%	0%	-6%	-22%	13µM*	-21	11%	?	28%
[6] Cc1ccc(C(=O)NC(C)C(c2cccs2)N2CCCC2)s1 (stereo not drawn)
    -18%	0%	-16%	-5%	-8%	-16	15%	19%	5%[9.22 µM]
[7] Cc1ccc(C)c(NC(=O)c2cc(S(=O)(=O)N3CCCCC3)c[nH]2)c1
    7%	-9%	4%	12%	-9%	0	-5%	4%	-2%
[8] Cc1nnc(N(Cc2ccco2)C(=O)c2ccno2)s1
    25%	-1%	5%	7%	5%	-16	-1%	11%	-6%
[9] COc1cccc2cc(C(=O)C3=C(O)C(=O)N(Cc4ccco4)C3c3cccnc3)oc12 (stereo not drawn)
    0%	0%	-5%	12%	-10%[57.1 µM]	24	-4%	5%	0%
[10] O=[N+]([O-])c1ccccc1NCc1ccccc1Cl
    -11%	-11%	-6%	-11%	?	-12	-6%	-15%	4%
[11] COc1ccc(OCCCC(=O)Nc2nc(-c3ccccn3)cs2)cc1
    ?	4%	-15%[11.3 µM]	?	-5%	50	?	?	4%
[12] Cc1ccc2sc(NC(=O)CSc3nc(C)cc(C)c3C#N)nc2c1
    3%	2.8µM*	5%	?	0%	74	7%	?	5%
[13] OC[C@@H]1CN(Cc2ccc(F)cc2)C[C@H](n2cnc3c(NC4CCCC4)ncnc32)O1
    0%	nt	-11%	?	2%	0	0%	16%	nt
[14] Cc1cc(OCC(=O)NC2CC2)c2c(C)c(C)c(=O)oc2c1
    0%	-5%	nt	6%	11%	-1	5%	4%	10%
[15] C=CCNCc1cccn1-c1ccccc1
    7%	1%	-16%	3%	8%	-4	-1%	-1%	-8%
[16] Cc1nn(C)c(C)c1/C=C(\C#N)S(=O)(=O)c1ccc(F)cc1
    18%	nt	nt	-2%	-4%	3	3%	1%	nt
[17] CCOc1ncccc1C(=O)OCC(=O)Nc1cc(C)ccc1C
    -18%	-3%	2%	-9%	-2%	-6	-4%	-11%	-1%
[18] CN(C)c1ccc(/C=C2\c3ccccc3C(=O)N2c2ccccc2)cn1
    ?	nt	12%	15%	-14%	25	?	4%	nt
[19] Oc1ccc(/C=N/Nc2cc(N3CCCC3)nc(N3CCCC3)n2)cc1
    13%	-7%	-30%	?	-6%[11.6 µM]	-101*	-3%	4%[9.24 µM]	-7%
[20] CCN(C(=O)c1cc2c(=O)[nH]c3ccc(C)cc3c2s1)c1cccc(C)c1
    -29%	?	-9%	14%	1%	12	-13%	10%	?
[21] N=C(N)N1CCc2ccccc21
    17%	8%	5%	15%	-1%	9	-8%	13%	?
[22] COc1ccc(C(=O)COC(=O)c2ccccc2NS(=O)(=O)c2ccc(O)c([N+](=O)[O-])c2)cc1
    -6%	29%	12%	2%	?	32	5%	-18%	-5%
[23] CC(=O)OC(C(=O)NC1CCCCC1)c1ccncc1 (stereo not drawn)
    13%	0%	-5%	14%	-2%	5	0%	-1%	2%
[24] CCOC(=O)C1(CCOC)CCN(Cc2cnc(-c3cccc(C)c3)nc2)CC1
    ?	-132%[inhibitor]	-13%	-11%	7%	12	-1%	-10%	?
[25] O=C(N1CCOCC1)C1(c2ccccc2)CCCCC1
    -1%	-4%	4%	7%	8%	-2	0%	22%	4%
[26] CCn1c(/C=C2\C(=O)N(C)c3ccccc32)nc2ccccc2c1=O
    8%	0%	2%	-3%	-15%	1	9%	-2%	10%
[27] Cc1cc(NC(=O)C2CCN(S(=O)(=O)Cc3ccccc3)CC2)ccc1-n1cnnn1
    -11%	5%	-6%	-12%	-6%	0	-23%	?	13%
[28] O=C(CSc1ncnc2nc[nH]c12)NCCc1ccccc1
    16%	0%	6%	24%	2%	11	20%	23%	-9%
[29] CCN(c1ccccc1)S(=O)(=O)c1cc(C(=O)NCC(c2ccco2)N2CCCCC2)ccc1C (stereo not drawn)
    -81%	?	-5%	-14%	?	-79*	-29%	-10%	?
[30] CC#CC(=O)N1CCC(n2nccc2NC(=O)c2ccc3c(c2)OCO3)CC1
    23%	6%	28%	12%	1%	0	?	9%	9%
[31] Cc1sc(NC(=O)CN2CCOCC2)c(C(=O)c2ccccc2)c1C
    ?	-5%	-1%	5%	7%	-8	-1%	0%	?
[32] CC(=O)N1CCc2cc(S(=O)(=O)NC(C(=O)NCc3ccccc3)C(C)C)ccc21 (stereo not drawn)
    -8%	1%	3%	0%	-3%	5	3%	2%	?
[33] c1ccc(-c2noc(-c3ccc4ccccc4c3)n2)cc1
    -9%	-1%	-35%	10%	4%	20	22%	1%	3%
[34] Cc1ccc(S(=O)(=O)N2[C@H](CC(=O)c3ccc(F)cc3)OC[C@@H]2C(C)C)cc1
    ?	nt	nt	-12%	-4%	-13	?	-23%	nt
[35] COC(=O)c1c(C)nn(-c2ccc(F)c(Cl)c2)c1-c1cc(C)on1
    -9%	-1%	-36%	-15%	4%	-3	?	-19%	3%
[36] COc1ccccc1Nc1nc(-c2ccc3c(c2)NC(=O)CO3)cs1
    -19%	?	?	?	-8%	?	?	?	?
[37] COc1ccccc1/C=C1\SC(=O)N(CCC(=O)NCCCn2ccnc2)C1=O
    -3%	-6%	nt	14%	6%	-9	-2%	?	0%
[38] Cc1ccc(Cl)cc1N1CCN(C(=O)C2CCCN(S(=O)(=O)c3cnc[nH]3)C2)CC1 (stereo not drawn)
    4%	2%	-4%	16%	-12%	-3	?	8%	2%
[39] COc1ccccc1N(CC(=O)NCc1ccc(F)cc1)C(=O)CCC(=O)Nc1nccs1
    0%	0%	2%	-4%	-3%[57.1 µM]	-15	0%	-17%	-3%
[40] CCc1nn2c(=O)cc(COC(=O)c3ccc(SC)cc3OC)nc2s1
    10µM*	-6%	-1%	10%	2%	-4	1%	14%	-6%
[41] CN(Cc1ccccc1)C(=O)COC(=O)CCC(=O)c1ccc(Cl)cc1
    nt	0%	-5%	1%	-28%	5	nt	-3%	-8%
[42] COc1cccc(/C=N/NC(=O)CNC(=O)c2cccs2)c1O
    -28%	-7%	?	?	-1%	112	-25%	?	0%
[43] CNC(=O)c1ccc(Nc2nnc(-c3ccc(C)c(S(=O)(=O)NCC4CCCO4)c3)c3ccccc23)cc1 (stereo not drawn)
    ?	4%	7%	-21%	-8%	?	-1%	-13%	?
[44] COc1ccc(S(=O)(=O)n2cnc3ccccc32)c(C)c1
    3%	-6%	nt	-6%	-3%	11	?	3%	-3%
[45] COC(=O)c1ccccc1NC(=O)CSc1nc2ccccc2c(=O)[nH]1
    0%	-9%	29%	-5%	0%	10	-2%	-18%	4%
[46] Cc1nn(Cc2ccccc2)c(C)c1NC(=O)c1ccc([N+](=O)[O-])cc1[N+](=O)[O-]
    ?	16µM*	-20%	-7%	1%	25	0%	-2%	-41%[inhibitor]
[47] O=C(NNC1CC(=O)N(c2cccc(Cl)c2)C1=O)c1cccs1 (stereo not drawn)
    15%	-13%	-19%	17%	-3%	27	-1%	21%	4%
[48] Cc1cc(C(=O)N2CCN(S(=O)(=O)c3ccccc3C#N)CC2)c(C)o1
    8%	-4%	5%	3%	-10%	12	4%	7%	1%
[49] CCC(=O)OC1(C)C(=O)C=C2C=C(c3ccc(C#N)cc3)OC=C2C1=O (stereo not drawn)
    10%	-1%	3%	0%	?	6	?	0%	1%
[50] CC(=O)Nc1ccc(S(=O)(=O)N2CCCC(C(=O)O)C2)cc1 (stereo not drawn)
    -2%	1%	-1%	0%	10%	-17	14%	-1%	?
[51] CCOC(=O)Oc1ccc2c(c1)C(C)=CC(C)(C)N2C(=O)OCC
    -8%	-2%	-7%	-7%	5%	-1	-6%	-11%	-2%
[52] COc1ccc(S(=O)(=O)N2CCC(C(=O)NCc3ccccc3)CC2)cc1OC
    28%	8%	2%	5%	2%	22	2%	14%	-31%[inhibitor]
[53] O=C(O)c1ccc(N/N=C/c2ccc(-c3cc(Cl)ccc3Cl)o2)cc1
    ?	12µM*	98%[activator]	?	-31%	?	0%	16µM*	2.1µM*

Single records (already shown). Screens in order: KB-V1 cytotox | SW480 rereplic | ATXN2 expr inh | HT1080-NT tox | WRN helicase inh | IL-1B inflam inh | KB-3-1 tox | HT1080 IDH1KD tx | MCF10A rerep
Record of `CCOC(=O)Oc1ccc2c(c1)C(C)=CC(C)(C)N2C(=O)OCC` = -8% | -2% | -7% | -7% | 5% | -1 | -6% | -11% | -2%
Record of `CCC(=O)OC1(C)C(=O)C=C2C=C(c3ccc(C#N)cc3)OC=C2C1=O` (stereo not drawn) = 10% | -1% | 3% | 0% | ? | 6 | ? | 0% | 1%

Screens from PubChem.
